# Compound activity from PubChem BioAssay.
# GASC-1 inh: blocks human GASC-1 demethylase activity; inhibition, % at 2.35 µM; AID 2099; GST-JMJD2C(1-420) H3K9me3 demethylation, DELFIA europium; hit rate 0.069% among 330,000;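 active means more than half of a compound's replicate wells show inhibition beyond 50%, single wells judged on their own value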;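 further: signal counts dimethyl H3K9 product captured on neutravidin plate; 0% = median of DMSO wells and 100% = 0.3 times that DMSO median; strong numbers were not always called active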
# CTSL1 counter: counter-screen for PFM18AAP inhibitors: inhibitors of F. hepatica cathepsin L1 | inhibition, % at 5.96 µM | recombinant F. hepatica cathepsin L1, Z-Leu-Arg-MCA fluorescence | hit rate 0.49% among 300,000;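 active means inhibition above the mean of all tested compounds plus 3 SD, set per screening campaign, cut at about 17% in these data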;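 further: 0% = plate median of test compound wells and 100% = 1 µM Z-Phe-Ala-diazomethylketone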
# PP1 inh: blocks human PP1-alpha phosphatase, a PP5 counter-screen; P62136; purified PP1alpha, OMFP fluorescence; inhibition, % at 6.7 µM; hit rate 0.9% among 320,000; AID 2235;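 active means inhibition above the mean inhibition of all tested compounds plus 3 SD, computed separately for each screening campaign, cut at about 15% in these data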
# Target sequence (P62136 whole entry, looked up): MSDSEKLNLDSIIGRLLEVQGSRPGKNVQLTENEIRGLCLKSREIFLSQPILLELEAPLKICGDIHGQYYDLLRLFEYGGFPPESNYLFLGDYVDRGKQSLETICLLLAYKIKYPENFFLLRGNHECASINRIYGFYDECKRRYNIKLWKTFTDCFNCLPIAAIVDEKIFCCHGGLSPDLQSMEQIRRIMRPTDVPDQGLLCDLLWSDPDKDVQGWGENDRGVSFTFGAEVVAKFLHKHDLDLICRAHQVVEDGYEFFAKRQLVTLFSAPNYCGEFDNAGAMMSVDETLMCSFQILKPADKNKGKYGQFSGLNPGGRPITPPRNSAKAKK
# Efflux pump inh: antifungal efflux pump inhibition, Nile Red retention. inhibition, % at 10 µM. hit rate 0.44% among 330,000. S. cerevisiae Candida pump triplex;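 active means plate passing quality check with inhibition over a set limit, or well fluorescence over plate mean plus 4 SD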;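 further: Nile Red retained in pooled yeast measured as flow cytometry median fluorescence; 0% = buffer negative control and 100% = Enniatin B positive control; higher means more Nile Red kept so more efflux inhibition; some compounds called inactive have numbers as strong as hits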
# proCasp3 act: activates human procaspase-3. P42574. recombinant procaspase-3 D3A, Ac-DEVD-pNA absorbance 405 nm. activation, % at 8.5 µM. hit rate 0.11% among 330,000;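 active means activation above the mean of all tested compounds plus 3 SD, cut at about 21% in these data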;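 further: 0% = DMSO alone and 100% = DMSO wells spiked with extra 5 µM PC-3 D3A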
# Target sequence (P42574 whole entry D9A/D28A/D175A): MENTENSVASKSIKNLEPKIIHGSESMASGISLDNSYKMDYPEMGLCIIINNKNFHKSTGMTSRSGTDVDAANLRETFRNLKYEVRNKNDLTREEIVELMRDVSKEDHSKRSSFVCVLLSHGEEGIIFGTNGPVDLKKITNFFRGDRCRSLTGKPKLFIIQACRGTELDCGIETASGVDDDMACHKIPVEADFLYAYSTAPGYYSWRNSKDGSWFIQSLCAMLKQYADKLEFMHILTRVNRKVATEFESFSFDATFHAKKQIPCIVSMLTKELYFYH
#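 Assay system: Autoprocessing-dead procaspase-3 D3A mutant enzyme; also added: Ac-DEVD-pNA; doses: one concentration, 8.5 µM nominal, 0.8% DMSO; times: 1 h compound preincubation, 2 h substrate hydrolysis at 25 °C; technique: 405 nm absorbance of p-nitroaniline, reads at 0 and 120 min; measure: % activation between DMSO and enzyme-spiked controls; repeats: single replicate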
# procasp7 counter: counter-screen for procaspase-3 activators: activators of human procaspase-7. P55210. recombinant procaspase-7, Ac-DEVD-pNA absorbance 405 nm; D23A/D198A/D206A triple mutant, cannot self-cleave; scale: DMSO 0, 5 µM enzyme 100. activation, % at 8.5 µM. hit rate 0.093% among 330,000. AID 463210;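 active means percent activation above the screen-wide mean plus 3 SD, cut at about 25% in these data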
#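 signal = Epi-absorbance of released pNA at 405 nm, two timepoints | assay system = Uncleavable procaspase-7 mutant enzyme | reagent = Ac-DEVD-pNA substrate, 400 µM as added | times = 1 h enzyme–compound preincubation and 2 h substrate reaction, both 25 °C | benchmarks = low DMSO alone, high DMSO plus 5 µM PC-7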
# PP5 inh: PP5 (human) phosphatase inhibition. hit rate 0.18% among 320,000. purified PP5c, OMFP substrate fluorescence. AID 1987. P53041. inhibition, % at 6.7 µM;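 active means inhibition above the campaign's mean inhibition across all tested compounds plus 3 SD, cut at about 9.5% in these data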;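 further: 0% = DMSO only and 100% = 100 µM cantharidin control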
# core dimer inh: HCV core protein dimerization inhibition; TR-FRET GST/Flag-core106 dimerization, 1536-well; inhibition, % at 5 µM; hit rate 0.33% among 300,000; AID 1899;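 active means inhibition above the mean of all tested compounds plus 3 SD, set per screening campaign, cut at about 45% in these data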
#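 test system = GST/Flag-tagged HCV core106 proteins | probe or stimulus = Eu donor and XL665 acceptor anti-tag antibodies | times = compound-protein-antibody incubation 4 h at 22.5 °C | signal = TR-FRET, excitation 340 nm, emission 617 and 671 nm | measure = percent inhibition of core106 dimerization signal | controls = wells lacking GST-core106 and wells with excess unlabelled core106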
# TPT1 inhibitor: C. albicans TPT1 enzyme inhibition. inhibition, % at 5 µM. AID 1962. recombinant caTPT1, FP RNA substrate dephosphorylation. hit rate 0.81% among 300,000;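 active means inhibition above the mean of all tested compounds plus 3 SD, set per screening campaign, cut at about 24% in these data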;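 further: plate controls were DMSO alone for no effect and ferristatin control at 100 nM for full effect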
# The depositor's hits bear a star.
SMILES,GASC-1 inh,CTSL1 counter,PP1 inh,Efflux pump inh,proCasp3 act,procasp7 counter,PP5 inh,core dimer inh,TPT1 inhibitor
CC1=C(C)CC(C(=O)Nc2ccc(C(N)=O)cc2)C(C(=O)O)C1 (configuration not stated),-3,-2,-2,-0.1,-4,2,1.6,-5,4
O=C(Cc1ccc(Cl)cc1)Nc1cccc(C(=O)Nc2ccccc2C(=O)O)c1,-20,2,7,-0.1,-1,-1,3.8,13,-2
COC(=O)c1c(NC(=O)c2cccc(N3C(=O)CCC3=O)c2)sc2c1CCN(C(C)=O)C2,-39,3,1,0.0,-4,-1,0.6,1,-4
CC(C)(C)Nc1nc2cc([N+](=O)[O-])ccc2o1,-6,-2,-2,-0.2,-8,2,1.2,-7,-2
O=C(CSc1nnnn1-c1ccc2c(c1)OCCO2)OC1CCCCC1,12,78*,1,0.0,0,4,0.8,5,5
O=C(COC(=O)CNC(=O)c1ccccc1)Nc1ccc(Cl)cc1C(F)(F)F,-5,6,-4,-0.1,3,11,0.3,-6,6
Cn1c(NC(=O)c2ccccc2)c(-c2ccccn2)c(=O)c2ccccc21,3,2,-1,0.0,4,9,0.5,-3,-1
Cc1nc2oc3ccc(F)cc3c(=O)c2cc1C(=O)NC(C)(C)C,-8,4,-3,0.1,0,2,-1.0,2,7
CC(=O)Nc1ccc(C(=O)OCC(=O)c2ccc(F)cc2)cc1,7,-4,3,32*,2,7,3.6,-4,-1
CCN1CCC(NC(=O)Nc2ccccc2C(=O)OC)CC1,-13,1,-3,-0.1,5,9,0.7,9,5
Cc1nnc(SCC(=O)N2CCN(c3ccccc3)CC2)n1-c1ccccc1,6,-2,0,0.1,-6,-1,-0.7,1,1
N#Cc1ccc(CSc2nnc3ccccn23)cc1,0,-1,-2,0.0,4,8,-2.8,-2,0
CCCNS(=O)(=O)c1cccc(C(=O)NC2CCCc3ccccc32)c1 (configuration not stated),1,0,-2,0.1,4,2,3.0,2,3
COC(=O)c1c(N2C(=O)[C@H]3[C@@H](C2=O)[C@]2(C(=O)Nc4c(C)cc(C)cc42)N2CCC[C@@H]32)sc(C)c1C,8,10,14,0.0,-11,-11,-3.0,33,7
Cc1cc2cc(C=C(C#N)C#N)c(Cl)nc2cc1C,8,0,2,0.1,-9,0,2.5,11,-72

# Profiles from above.
# Listed for `N#Cc1ccc(CSc2nnc3ccccn23)cc1` → GASC-1 inh = 0; CTSL1 counter = -1; PP1 inh = -2; Efflux pump inh = 0.0; proCasp3 act = 4; procasp7 counter = 8; PP5 inh = -2.8; core dimer inh = -2; TPT1 inhibitor = 0
# Listed for `CCCNS(=O)(=O)c1cccc(C(=O)NC2CCCc3ccccc32)c1` (configuration not stated) → GASC-1 inh = 1; CTSL1 counter = 0; PP1 inh = -2; Efflux pump inh = 0.1; proCasp3 act = 4; procasp7 counter = 2; PP5 inh = 3.0; core dimer inh = 2; TPT1 inhibitor = 3

# New compounds follow.
SMILES,GASC-1 inh,CTSL1 counter,PP1 inh,Efflux pump inh,proCasp3 act,procasp7 counter,PP5 inh,core dimer inh,TPT1 inhibitor
CC(C)c1nc(N2CCN(C(=O)c3ccco3)CC2)c2c3c(sc2n1)CCCC3,0,4,4,0.1,3,0,3.0,14,1
CN(Cc1ccccc1)S(=O)(=O)c1ccc(OCC(=O)NCc2ccccn2)cc1,-7,2,0,0.1,-4,-4,-1.4,-4,0
Cc1ccc(NCCCCO)cc1C,-16,-1,2,1.3,-2,-4,3.4,0,-2
COC(=O)c1cccc(-n2c(C)cc(C=O)c2C)c1,-6,9,8,-0.3,-7,8,-5.7,-19,1
CCOC(=O)C1CCCN(C(=O)CCC(=O)Nc2ccc3nc(N4CCOCC4)cc(C)c3c2)C1 (configuration not stated),3,-6,6,0.0,2,-5,1.0,-2,-3
Cc1c(NC(=O)Nc2cccc(Cl)c2Cl)c(=O)n(-c2ccccc2)n1C,-16,-1,0,-0.2,1,-9,-1.5,6,0
COc1ccc(/C=C2\SC(=O)N(CCNC(=O)CCS(=O)(=O)c3ccc(C)cc3)C2=O)cc1,-4,-3,-1,0.6,5,9,1.0,6,0
Cc1cc(C(=O)NCc2cc(C(=O)O)co2)co1,-6,-3,-4,0.1,0,10,-1.8,-1,-4
COc1ccccc1N1CCN(C(=O)CN(C)S(=O)(=O)c2cc(C)ccc2OC)CC1,-15,0,0,-0.2,5,9,2.4,0,-4
CC(C)(C)n1nnnc1C(c1cccnc1)N1CCN(C2CCCCC2)CC1 (configuration not stated),5,0,0,-0.1,-4,1,-0.9,-1,2
NC(=O)Cc1cn(-c2ncc(C(F)(F)F)cc2Cl)c2ccccc12,3,-3,4,-0.1,8,5,4.2,-8,-2

# Looked up above:
# COC(=O)c1cccc(-n2c(C)cc(C=O)c2C)c1 in PP5 inh → -5.7
# Cc1c(NC(=O)Nc2cccc(Cl)c2Cl)c(=O)n(-c2ccccc2)n1C in PP5 inh → -1.5
# Cc1ccc(NCCCCO)cc1C in proCasp3 act → -2
# COc1ccccc1N1CCN(C(=O)CN(C)S(=O)(=O)c2cc(C)ccc2OC)CC1 in GASC-1 inh → -15

# Structures shown so far that have an aryl methoxy group:
SMILES,GASC-1 inh,CTSL1 counter,PP1 inh,Efflux pump inh,proCasp3 act,procasp7 counter,PP5 inh,core dimer inh,TPT1 inhibitor
COc1ccc(/C=C2\SC(=O)N(CCNC(=O)CCS(=O)(=O)c3ccc(C)cc3)C2=O)cc1,-4,-3,-1,0.6,5,9,1.0,6,0
COc1ccccc1N1CCN(C(=O)CN(C)S(=O)(=O)c2cc(C)ccc2OC)CC1,-15,0,0,-0.2,5,9,2.4,0,-4

# Printed as active in Efflux pump inh, of those listed so far:
mol,GASC-1 inh,Efflux pump inh,proCasp3 act,PP5 inh,core dimer inh,TPT1 inhibitor
CC(=O)Nc1ccc(C(=O)OCC(=O)c2ccc(F)cc2)cc1,7,32*,2,3.6,-4,-1
